# NPR2 activator = human GC-B receptor activators, primary screen, HEK293 GC-B cells, cGMP TR-FRET, EC30 CNP | Atrial natriuretic peptide receptor 2 (Homo sapiens), P20594 | activation, % at 10 µM | 0% at EC30 CNP, 100% saturating CNP | AID 1920062, 2024 | hit rate 0.11% among 370,000;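 active = activation at 10 µM reaching about 35% in either raw or pattern-adjusted values, limit read from the data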
# hgDAF12 agonist = H. glycines DAF-12 receptor agonists, primary screen, cell-based, luminescence, HEK293, GAL4 fusion, UAS-luciferase. Nuclear hormone receptor DAF-12 (Heterodera glycines), GAL4 fusion. HEK293 GAL4-hgDAF12 UAS-luciferase reporter, agonist luminescence; normalized to butyrate control. activation, % at 6.8 µM. hit rate 1.8% among 370,000. AID 687014, 2013;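 active = activation above a cutoff set at the mean of all screened compounds plus 3 SD, cut at about 10% in these data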;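 also: 0% = DMSO wells and 100% = sodium butyrate wells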
# DAX1 inh-1 = DAX1 (NR0B1) inhibitors, primary screen, cell-based, HEK293, Gal4-DAX1, luciferase luminescence | Nuclear receptor subfamily 0 group B member 1 (Homo sapiens), P51843 | HEK293 Gal4-DAX1 luciferase reporter | inhibition, % at 6.75 µM | hit rate 0.99% among 340,000 | AID 504766, 2011;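 active = inhibition above the mean over all tested compounds plus 3 SD, cut at about 4.2% in these data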;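 also: 0% = DAX1-transfected cells with DMSO and 100% = empty-vector control cells with DMSO; inhibition shows as a rise in luminescence from relieved DAX1 repression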
# Target sequence (P51843 207-470 limits assumed): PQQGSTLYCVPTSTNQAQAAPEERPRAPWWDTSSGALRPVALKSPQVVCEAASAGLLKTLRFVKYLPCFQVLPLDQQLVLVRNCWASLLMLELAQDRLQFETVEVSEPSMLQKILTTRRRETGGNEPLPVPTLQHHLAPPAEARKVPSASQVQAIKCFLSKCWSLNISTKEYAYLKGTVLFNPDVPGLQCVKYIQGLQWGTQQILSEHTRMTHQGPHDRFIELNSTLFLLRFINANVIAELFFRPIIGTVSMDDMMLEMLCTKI
# SMARCA2 activ = SMARCA2 (BRM) function activators, primary screen, cell-based, luminescence, high throughput; activation, % at 9.1 µM; hit rate 1% among 370,000; MG213 cells, MMTV-luciferase reporter, dexamethasone, overnight; AID 652017, 2013; in the data active = activation above about 7.8%;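 also: 0% = vehicle wells and 100% = reference activator wells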
# DAX1 inh-2 = DAX1 (NR0B1) inhibitors on StAR promoter, primary screen, cell-based, luminescence, SF-1 (NR5A1), full-length DAX-1 | hit rate 1.1% among 370,000 | AID 652010, 2013 | HEK293T StAR-luciferase reporter, SF-1/DAX-1 repression relief | inhibition, % at 6.8 µM;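 active = inhibition above the mean over all tested compounds plus 3 SD, cut at about 3.6% in these data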;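 also: 0% = DAX-1 cells with DMSO and 100% = cells lacking DAX-1 with DMSO; higher inhibition means more luminescence from relief of DAX-1 repression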
# FXN GAA850 act = FXN promoter activators, primary screen, cell-based, luciferase luminescence, HEK293 lucGAA850; HEK293 lucGAA850 FXN promoter luciferase reporter, 24 h; percent of 10 µM SAHA response; activation, % at 6 µM; hit rate 0.56% among 360,000;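 active = activation above the average of all compounds screened plus 3 SD, cutoff fixed separately per campaign, cut at about 7.5% in these data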;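 also: 0% = DMSO wells and 100% = 10 µM SAHA wells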
# NPR1 activator = GC-A stimulated cGMP production enhancers – HEK293 GC-A cells, cGMP TR-FRET, EC30 ANP, primary screen | Atrial natriuretic peptide receptor 1 (Homo sapiens), P16066 | 0% at EC30 ANP, 100% saturating ANP | activation, % at 10 µM | hit rate 0.14% among 370,000; in the data active = activation above about 40%
# HGIII-sPLA2 inh = human group III sPLA2 inhibitors, primary screen, biochemical, QFRET, BODIPY PC-A2 liposome substrate; inhibition, % at 12.2 µM; Group 3 secretory phospholipase A2 (Homo sapiens), Q9NZ20; QFRET BODIPY PC-A2 liposome hydrolysis, fluorescence; hit rate 0.56% among 370,000;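 active = inhibition above mean plus 3 SD of compounds lying within the high and low control bounds, cut at about 19% in these data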;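 also: 0% = median of test compound wells and 100% = no enzyme DMSO wells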
# Target sequence (Q9NZ20 whole entry, looked up): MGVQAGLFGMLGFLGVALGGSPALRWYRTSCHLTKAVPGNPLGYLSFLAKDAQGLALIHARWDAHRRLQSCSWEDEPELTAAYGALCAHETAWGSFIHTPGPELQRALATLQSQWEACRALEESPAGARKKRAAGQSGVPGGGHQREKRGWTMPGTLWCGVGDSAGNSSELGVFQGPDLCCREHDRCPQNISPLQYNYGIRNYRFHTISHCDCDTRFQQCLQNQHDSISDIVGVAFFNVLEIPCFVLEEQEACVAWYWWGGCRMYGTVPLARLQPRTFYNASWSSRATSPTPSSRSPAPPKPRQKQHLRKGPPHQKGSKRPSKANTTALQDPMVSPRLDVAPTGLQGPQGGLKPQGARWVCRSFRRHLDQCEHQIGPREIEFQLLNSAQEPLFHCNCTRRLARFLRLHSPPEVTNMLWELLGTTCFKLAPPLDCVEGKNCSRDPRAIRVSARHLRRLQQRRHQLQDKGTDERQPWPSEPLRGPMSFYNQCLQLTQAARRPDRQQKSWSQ
# hcDAF-12 act = H. contortus DAF-12 nuclear receptor activators, primary screen, cell-based, luminescence, HEK293, lit1-tk-luc reporter; hit rate 1.4% among 370,000; HEK293 hcDAF-12 lit1-tk-luc reporter; 0% DMSO, 100% Δ7-dafachronic acid; activation, % at 6.8 µM; AID 652067, 2013;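 active = activation above the mean of all tested compounds plus 3 SD, cut at about 5.5% in these data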;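 also: 100% = response to 3 µM Δ7-dafachronic acid high control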
# proKLK7 act = proKLK7 zymogen activators, primary screen, biochemical, fluorescence intensity | Kallikrein-7 (Homo sapiens), P49862 | purified proKLK7, EDANS-DABCYL substrate fluorescence; 100% is mature enzyme control, 0% vehicle | activation, % at 7 µM | hit rate 0.9% among 370,000 | AID 652039, 2013;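 active = activation above the mean of all tested compounds plus 3 SD, computed per campaign excluding outliers beyond control limits, cut at about 13% in these data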
# Target sequence (P49862 whole entry, looked up): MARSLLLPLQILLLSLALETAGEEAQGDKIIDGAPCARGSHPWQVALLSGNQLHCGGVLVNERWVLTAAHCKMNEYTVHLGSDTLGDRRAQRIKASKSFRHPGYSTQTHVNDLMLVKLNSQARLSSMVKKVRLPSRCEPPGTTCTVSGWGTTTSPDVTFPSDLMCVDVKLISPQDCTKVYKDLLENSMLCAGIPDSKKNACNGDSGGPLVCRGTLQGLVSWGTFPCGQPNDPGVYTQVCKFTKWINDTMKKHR
# ssDAF12 agonist = S. stercoralis DAF-12 nuclear receptor activators, primary screen, cell-based, luminescence, HEK293, GRIP1 co-expression, lit1-tk-luc. Nuclear hormone receptor DAF-12 (Strongyloides stercoralis). HEK293 ssDAF-12/GRIP1 lit1-tk-luc reporter; % of 3 µM dafachronic acid response. activation, % at 6.8 µM. hit rate 1% among 370,000;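 active = activation above the mean over all tested compounds plus 3 SD, cut at about 0.9% in these data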;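 also: 0% = DMSO-only wells and 100% = 3 µM delta7-dafachronic acid wells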
# Active calls of the source: *; nt = not tested or not shown.
smiles,NPR1 activator,NPR2 activator,ssDAF12 agonist,SMARCA2 activ,FXN GAA850 act,proKLK7 act,DAX1 inh-1,hgDAF12 agonist,HGIII-sPLA2 inh,hcDAF-12 act,DAX1 inh-2
CCCNC(=O)C1(C)CCCN(C(=O)c2ccc3c(c2)CCO3)C1 (stereo not given),4,-1,-1.6,-1,0.9,0.0,nt,-0.5,12,-0.6,-0.1
COC(=O)c1ccc(-n2ccnc2)cc1,-4,1,-0.6,-1,3.3,0.6,0.6,2.7,17,-0.1,0.9
CCOc1ccccc1N1CCN(C(=O)c2cc(S(=O)(=O)N(C)C)ccc2N2CCCC2)CC1,-5,-3,-1.7,-3,0.9,0.2,-1.3,-3.4,2,-0.9,-1.4
COc1ccc(C2CC(c3cccs3)=Nc3ccccc3S2)cc1OC (stereo not given),-2,-4,1.6*,4,7.5,-3.2,3.2,6.9,-5,7.8*,1.2
CC(=O)Nc1ccc(S(=O)(=O)Nc2nccc(C3Cc4ccccc4C(=O)O3)n2)cc1 (stereo not given),-5,-2,-1.4,1,1.8,0.2,0.3,0.1,5,-0.9,-0.2
COC(=O)[C@]12C[C@H](CC(=O)NCC3CCCCC3)C(=O)N(Cc3cccc4ccccc34)C1=C[C@H](COCc1ccccc1)O[C@@H]2C,0,9,-0.4,-2,nt,-0.3,nt,3.2,-13,-0.7,0.6
COc1ccc(Cc2n[nH]c(=S)n2NC(=O)Nc2ccc(C)cc2)cc1,-2,-1,0.0,2,1.8,0.6,2.4,6.3,4,3.5,1.4
O=C(OCc1cc2ccccc2[nH]c1=O)c1ccco1,-2,1,-0.7,-2,2.5,0.1,-0.5,2.5,1,0.1,0.4
Cc1ccc2nc(-c3ccccn3)cc(C(=O)NC(C)C(C)(C)C)c2c1 (stereo not given),-4,0,-1.4,-2,1.6,0.7,1.1,-0.3,5,-0.7,-0.3
CSc1nc(N)nc(SC2C=CCCC2)c1C#N (stereo not given),2,0,-1.4,6,13*,-0.2,0.0,0.7,-4,-1.7,0.1

# Next section
smiles,NPR1 activator,NPR2 activator,ssDAF12 agonist,SMARCA2 activ,FXN GAA850 act,proKLK7 act,DAX1 inh-1,hgDAF12 agonist,HGIII-sPLA2 inh,hcDAF-12 act,DAX1 inh-2
O=C(NCc1ccccc1)c1ccc2c(c1)C(=O)N(Cc1ccncc1)C2=O,-2,-3,-0.7,0,0.3,0.6,-0.4,0.4,0,-0.3,0.9
O/N=C1/CCCCC1c1ccccn1 (stereo not given),-3,1,-1.4,1,0.1,0.6,-0.8,-0.5,3,-1.1,-0.1
COc1cc(C(=O)NC2CCCC2)c(Br)c(OC)c1OC,4,-4,-1.6,0,-0.6,0.5,0.5,1.9,3,0.4,0.6
Cn1c(N)c(C(=O)COC(=O)c2cc(S(=O)(=O)N3CCOCC3)ccc2F)c(=O)n(C)c1=O,26,37*,-1.4,37*,-1.0,0.3,1.9,-1.2,9,-0.3,-1.6
O=C(CCCn1c(=S)[nH]c2ccc(Br)cc2c1=O)NCc1ccccn1,-4,-5,-0.9,-1,3.4,0.8,-0.1,-0.3,8,0.8,0.5
Cc1cc(Cl)ccc1NC(=S)NCCN1CCOCC1,3,3,-1.3,-1,1.9,0.2,0.1,-2.8,2,-1.1,0.0
CCn1cc(CN2CCN(Cc3ccccc3)C(CCO)C2)c2ccccc21 (stereo not given),-4,-3,-0.2,-3,-6.6,0.1,4.2*,0.6,-10,4.7,0.1
CC(C)[C@H](NC(=O)c1ccccc1)C(=O)OCC(=O)Nc1ccc(Cl)cc1C(F)(F)F,-5,-1,-2.2,-3,1.7,0.1,-1.7,-2.4,0,-1.4,0.0
O=C(NCCCN1CCCC1=O)C1CCN(S(=O)(=O)c2cc(C(F)(F)F)ccc2Cl)CC1,0,3,-0.9,-1,0.9,0.4,0.3,2.4,10,-1.1,-0.6
CC(C)Cc1cc(C(=O)NCc2ccco2)no1,2,-5,-0.8,3,2.6,-0.3,0.9,5.2,-3,0.9,2.4

# The list goes on:
smiles,NPR1 activator,NPR2 activator,ssDAF12 agonist,SMARCA2 activ,FXN GAA850 act,proKLK7 act,DAX1 inh-1,hgDAF12 agonist,HGIII-sPLA2 inh,hcDAF-12 act,DAX1 inh-2
COC(=O)c1cc(NC(=O)Cc2ccccc2[N+](=O)[O-])ccc1Cl,6,-1,-1.0,-1,1.6,1.0,-1.2,3.5,-8,2.2,-0.7
CCN(CC)P(=O)(Nc1ccc([N+](=O)[O-])cc1)c1c(C)nn(CCC#N)c1NC(=O)c1ccc(Cl)cc1 (stereo not given),-2,1,-0.8,-2,-4.0,0.0,0.1,0.5,-26,-2.6,-0.3
O=C(CSc1ncn[nH]1)N1CCN(S(=O)(=O)c2ccccc2)CC1,1,-4,-0.5,-1,1.3,0.3,-0.9,1.3,-2,1.7,0.1
CCOC(=O)C1=C(COC(=O)COc2ccc(C#N)cc2)NC(=O)NC1C (stereo not given),0,1,-1.0,-2,1.7,-0.4,0.4,-2.9,1,-0.6,0.8
O=c1c2ccccc2ncn1-c1ccc2c(c1)OCCO2,-2,1,-2.4,-4,-4.2,1.2,1.2,-1.4,5,-0.4,0.4
CN(C)/C=C/C(=O)c1cccc(C(F)(F)F)c1,0,3,-1.9,-4,-2.0,-0.2,1.6,-4.4,-6,-1.6,-0.4
O=C(c1ccc(Sc2ccc(F)cc2)c([N+](=O)[O-])c1)N1CCOCC1,1,9,-1.0,-3,1.5,-0.4,-0.4,-5.2,1,-1.6,-0.9
COCCNC(=O)CN(C)S(=O)(=O)c1ccc2c(c1)OCCO2,-1,2,-0.8,-2,-1.1,0.0,0.1,1.3,3,-1.3,1.1
Cc1ccc(C(=O)/C=C/c2cn(CC(O)CN3CCOCC3)c3ccccc23)cc1 (stereo not given),3,1,-1.1,-1,4.1,-3.4,-0.4,6.3,-37,-2.2,-0.5
Cc1c(C(=O)NC(C(C)C)C(C)C)cccc1[N+](=O)[O-],2,11,-1.3,-1,2.1,0.1,0.1,-2.0,-2,-0.2,-0.4

# Additional structures
smiles,NPR1 activator,NPR2 activator,ssDAF12 agonist,SMARCA2 activ,FXN GAA850 act,proKLK7 act,DAX1 inh-1,hgDAF12 agonist,HGIII-sPLA2 inh,hcDAF-12 act,DAX1 inh-2
COCCn1c(SCC(=O)NNC(=O)c2cc(Cl)ccc2OC)nnc1-c1ccncc1,-2,7,-0.4,-2,-1.5,-0.2,0.4,-1.2,4,1.1,-1.2
CCn1cc(C(=O)N2CCc3ccccc32)c(=O)c2cc(S(=O)(=O)N3CCOCC3)ccc21,9,9,-0.1,0,1.9,-0.3,-1.3,4.1,-3,5.9*,0.4
Cc1cc(NC(=O)CSCCO)no1,1,1,-1.2,-3,3.7,0.8,1.8,-0.5,-1,1.7,-0.5
CCOC(=O)c1ccc(-c2ccc(CO)o2)cc1,5,7,-0.5,6,5.2,12,0.8,10,-8,1.9,-0.4
Cc1cccc(N2CCN(C(=O)COc3cccc4c3OC(C)(C)C4)CC2)c1C,-4,-5,-0.9,1,0.0,0.6,-0.5,-2.2,6,-1.9,0.3
Cc1ccc(-c2c(C(=O)N/N=C/c3ccc(OC(C)C)cc3)nnn2-c2nonc2N)cc1,-8,-1,-0.8,2,5.2,-13,-0.7,0.3,-9,-1.6,-0.6
COC(=O)Cn1c(=O)c2c(nc3n2CCCN3CCc2ccc(OC)c(OC)c2)n(C)c1=O,4,-2,-0.8,-2,1.0,0.2,-0.9,0.0,3,-1.2,-0.3
S=C(NCCN1CCOCC1)Nc1ccc(Br)cc1,0,4,0.2,-1,1.7,0.5,-0.8,-1.2,3,6.9*,-0.1
c1ccc2c(c1)ccn2CCCN1CCCCC1,-1,5,-0.2,2,0.8,-0.2,2.9,1.5,-6,-0.9,-0.1
O=C(Nc1nnc(SCc2ccc(F)cc2)s1)c1ccccn1,-1,9,-1.6,2,3.8,-0.7,-0.5,-3.6,-1,-2.6,-1.6

# (further entries)
smiles,NPR1 activator,NPR2 activator,ssDAF12 agonist,SMARCA2 activ,FXN GAA850 act,proKLK7 act,DAX1 inh-1,hgDAF12 agonist,HGIII-sPLA2 inh,hcDAF-12 act,DAX1 inh-2
CCC(=O)N/C(N)=N/c1nc(C)c2cc(C)c(C)cc2n1,4,0,-1.0,-2,-1.1,0.3,nt,-1.9,-5,0.3,0.2
CC(=O)c1sc(NC(=O)c2c(F)cccc2F)nc1-c1ccccc1,0,1,-1.4,2,0.1,0.2,0.5,-2.1,1,-2.1,0.1
Cc1cccc(NC(=O)c2nc[nH]c2C(=O)NCc2ccccc2)c1,-6,-12,-1.3,0,1.1,0.0,2.1,0.5,-20,-1.8,-0.4
O=C(NC1CCCC1)C1CCN(C(=O)c2ccc(Cl)cc2)CC1,2,1,-1.0,-1,-2.0,-0.7,3.8,1.2,0,-0.6,0.1
CNC(=O)COC(=O)c1cccnc1SC,1,0,-0.9,0,2.1,-0.2,-0.9,-1.4,5,-0.4,0.0
CCn1c2ccc(CC(=O)O)cc2c2cc(CC(=O)O)ccc21,2,0,-1.2,1,1.9,0.2,-0.5,-0.6,-2,-0.2,-0.8
Cc1ccc(S(=O)(=O)n2nc(-c3ccco3)nc2SCc2ccccc2)cc1,0,0,-1.4,0,4.1,0.3,-0.9,3.6,-3,-0.1,0.5
CC(=O)C1=C(c2ccc(Br)cc2)C(=O)c2ccccc2C1=O,5,9,-3.4,-11,-18,-0.1,-6.6,-14,2,-7.0,-4.8

# 4 of the entries above in order of their number in DAX1 inh-1, descending.
canonical_smiles	NPR1 activator	NPR2 activator	ssDAF12 agonist	SMARCA2 activ	FXN GAA850 act	proKLK7 act	DAX1 inh-1	HGIII-sPLA2 inh	hcDAF-12 act	DAX1 inh-2
Cc1cccc(NC(=O)c2nc[nH]c2C(=O)NCc2ccccc2)c1	-6	-12	-1.3	0	1.1	0.0	2.1	-20	-1.8	-0.4
CC(=O)c1sc(NC(=O)c2c(F)cccc2F)nc1-c1ccccc1	0	1	-1.4	2	0.1	0.2	0.5	1	-2.1	0.1
CCn1c2ccc(CC(=O)O)cc2c2cc(CC(=O)O)ccc21	2	0	-1.2	1	1.9	0.2	-0.5	-2	-0.2	-0.8
Cc1ccc(S(=O)(=O)n2nc(-c3ccco3)nc2SCc2ccccc2)cc1	0	0	-1.4	0	4.1	0.3	-0.9	-3	-0.1	0.5
